Assay outcomes: PubChem, The Scripps Research Institute Molecular Screening Center
MITF primary: MITF inhibitors, primary screen, biochemical, AlphaScreen, human; AlphaScreen MITF homodimerization, bead proximity signal; inhibition, % at 2.6 µM; 650,000 compounds, 0.91% hits; AID 1259374, 2018; in the data active = inhibition above about 50%;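 note: 0% = vehicle wells with protein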
Target sequence (O75030 whole entry, looked up): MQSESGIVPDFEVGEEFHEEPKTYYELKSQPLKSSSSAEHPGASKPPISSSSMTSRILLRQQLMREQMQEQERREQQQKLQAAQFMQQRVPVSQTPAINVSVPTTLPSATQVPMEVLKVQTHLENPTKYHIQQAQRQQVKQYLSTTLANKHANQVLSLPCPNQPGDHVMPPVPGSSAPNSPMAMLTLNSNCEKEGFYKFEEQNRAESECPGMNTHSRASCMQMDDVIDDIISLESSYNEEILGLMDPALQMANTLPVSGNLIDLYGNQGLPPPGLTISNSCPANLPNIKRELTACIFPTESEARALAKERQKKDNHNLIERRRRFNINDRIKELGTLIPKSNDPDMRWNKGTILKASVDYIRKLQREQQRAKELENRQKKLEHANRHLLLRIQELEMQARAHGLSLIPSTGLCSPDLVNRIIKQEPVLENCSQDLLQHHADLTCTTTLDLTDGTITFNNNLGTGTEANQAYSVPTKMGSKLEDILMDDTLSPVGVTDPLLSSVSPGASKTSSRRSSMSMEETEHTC
FBW7 activator: FBW7 E3 ligase activators, primary screen, biochemical, AlphaScreen, human; AlphaScreen FBW7–phospho-cyclin E peptide binding, activator screen; normalized activity (activation), % at 26.1 µM; 650,000 compounds, 0.13% hits; AID 1259310, 2017; in the data active = normalized activity above about 1.9%;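 note: purified mutant Fbw7 with reduced substrate affinity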
TEAD-YAP inh: TEAD-YAP interaction inhibition, primary screen, TEAD-YAP interaction inhibitor project, luminescence, HEK-TIYL cells. TEAD-Gal4/YAP UAS-luciferase luminescence. inhibition, % at 9.12 µM. 640,000 compounds, 1.4% hits; in the data active = inhibition above about 32%;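 note: 0% = median of test compound wells and 100% = reference inhibitor wells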
GPR151 ag: activators of human GPR151, primary screen, cell-based, PathHunter beta-arrestin, luminescence. activation, % at 11.2 µM. PathHunter beta-arrestin GPR151 cells. 650,000 compounds, 1% hits. G-protein coupled receptor 151 (Homo sapiens), Q8TDV0; in the data active = activation above about 4.9%;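 note: 0% = median of compound wells and 100% = cells with positive control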
Target sequence (Q8TDV0 whole entry, looked up): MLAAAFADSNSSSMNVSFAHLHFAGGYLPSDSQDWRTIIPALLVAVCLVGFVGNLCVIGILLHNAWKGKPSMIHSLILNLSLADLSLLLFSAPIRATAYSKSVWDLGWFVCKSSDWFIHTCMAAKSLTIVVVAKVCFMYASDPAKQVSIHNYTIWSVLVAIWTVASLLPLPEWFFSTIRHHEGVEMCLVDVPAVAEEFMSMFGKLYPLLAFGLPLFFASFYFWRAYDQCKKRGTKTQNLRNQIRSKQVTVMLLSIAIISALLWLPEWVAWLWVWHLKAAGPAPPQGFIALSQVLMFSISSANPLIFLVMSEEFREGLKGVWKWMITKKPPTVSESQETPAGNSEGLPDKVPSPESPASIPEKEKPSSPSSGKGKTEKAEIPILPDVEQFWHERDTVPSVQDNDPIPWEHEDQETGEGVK
The depositor's hits bear a star.

For NC(=O)C1CCN(C(=O)c2ccc3c(c2)nc(SCC(=O)c2ccc(Cl)cc2)n2c4ccccc4nc32)CC1 the results were MITF primary 5, FBW7 activator -0.1, TEAD-YAP inh 7 and GPR151 ag -0.7.
Screening CCNc1nc(NCC)n2c(SCC(=O)c3ccc(Br)cc3)nnc2n1 returned MITF primary -11, FBW7 activator 0.0, TEAD-YAP inh 0 and GPR151 ag 0.3.
`CC(=O)N/C(=C/c1ccc([N+](=O)[O-])cc1)C(=O)N1CCOCC1` gave MITF primary 10, FBW7 activator 0.3, TEAD-YAP inh 10 and GPR151 ag 3.5.
CCN(CC)C(=O)C1CCCN(c2ccc(-n3cc(CC(=O)Nc4ccc(NC(C)=O)cc4)c4ccccc43)nn2)C1 (centres undefined) was read as MITF primary 8, FBW7 activator -0.1, TEAD-YAP inh -5 and GPR151 ag -0.5.
Screening Cc1[nH]nc2c1C(c1ccc(N(C)C)cc1)C(C#N)=C(N)O2 (centres undefined) returned MITF primary 5, FBW7 activator 0.2, TEAD-YAP inh -37 and GPR151 ag -1.7.
Screening N#Cc1c(NC(=O)c2ccc(Cl)c([N+](=O)[O-])c2)sc2c1CCCCCC2 returned MITF primary 13, FBW7 activator 0.1, TEAD-YAP inh 0 and GPR151 ag -0.5.
Screening c1ccc2c(c1)CCNC2CNCc1ccc2c(c1)OCO2 (centres undefined) returned MITF primary 48, FBW7 activator 0.0, TEAD-YAP inh 10 and GPR151 ag -2.1.
`O=C(NNS(=O)(=O)c1ccccc1[N+](=O)[O-])c1cc2ccccc2cc1O` gave MITF primary 10, FBW7 activator 0.4, TEAD-YAP inh -9 and GPR151 ag -0.5.
O=C(CN1CCC(NC(=O)Nc2ccccc2)CC1)Nc1cccc([N+](=O)[O-])c1 was read as MITF primary 16, FBW7 activator 0.4, TEAD-YAP inh 21 and GPR151 ag -0.7.
Screening O=C(CCC(=O)OCC(=O)c1ccc(Br)cc1)NC1CCCCC1 returned MITF primary 17, FBW7 activator 0.1, TEAD-YAP inh -8 and GPR151 ag -1.9.

Of the compounds above, these have four or more nitrogen atoms.
For NC(=O)C1CCN(C(=O)c2ccc3c(c2)nc(SCC(=O)c2ccc(Cl)cc2)n2c4ccccc4nc32)CC1 the results were MITF primary 5, FBW7 activator -0.1, TEAD-YAP inh 7 and GPR151 ag -0.7.
Screening CCNc1nc(NCC)n2c(SCC(=O)c3ccc(Br)cc3)nnc2n1 returned MITF primary -11, FBW7 activator 0.0, TEAD-YAP inh 0 and GPR151 ag 0.3.
CCN(CC)C(=O)C1CCCN(c2ccc(-n3cc(CC(=O)Nc4ccc(NC(C)=O)cc4)c4ccccc43)nn2)C1 (centres undefined) was read as MITF primary 8, FBW7 activator -0.1, TEAD-YAP inh -5 and GPR151 ag -0.5.
Screening Cc1[nH]nc2c1C(c1ccc(N(C)C)cc1)C(C#N)=C(N)O2 (centres undefined) returned MITF primary 5, FBW7 activator 0.2, TEAD-YAP inh -37 and GPR151 ag -1.7.
O=C(CN1CCC(NC(=O)Nc2ccccc2)CC1)Nc1cccc([N+](=O)[O-])c1 was read as MITF primary 16, FBW7 activator 0.4, TEAD-YAP inh 21 and GPR151 ag -0.7.

Returning to the listing, repeating the 2 entries before the break.
O=C(CN1CCC(NC(=O)Nc2ccccc2)CC1)Nc1cccc([N+](=O)[O-])c1 was read as MITF primary 16, FBW7 activator 0.4, TEAD-YAP inh 21 and GPR151 ag -0.7.
Screening O=C(CCC(=O)OCC(=O)c1ccc(Br)cc1)NC1CCCCC1 returned MITF primary 17, FBW7 activator 0.1, TEAD-YAP inh -8 and GPR151 ag -1.9.
`Cn1c(CNC(=O)c2cccs2)nnc1SCC(=O)NO` gave MITF primary 11, FBW7 activator -0.1, TEAD-YAP inh -3 and GPR151 ag -2.0.
For Cc1ccc(N=Cc2nc(-c3ccc(Br)cc3)oc2O)cc1Cl the results were MITF primary -1, FBW7 activator 0.0, TEAD-YAP inh -4 and GPR151 ag 4.8.
Screening O=C(Nc1ccccc1)c1cccc(N2CCCC2CO)n1 (centres undefined) returned MITF primary 11, FBW7 activator -0.2, TEAD-YAP inh -28 and GPR151 ag -1.4.
CCN(CC)c1ccc(/C=N\N2CCN(c3ccccc3OC)CC2)c(O)c1 was read as MITF primary -3, FBW7 activator -0.1, TEAD-YAP inh -18 and GPR151 ag 1.1.
O=C(O)C1CCN(S(=O)(=O)c2ccc(Cl)s2)CC1 was read as MITF primary 11, FBW7 activator 0.1, TEAD-YAP inh 2 and GPR151 ag -1.4.
Screening O=C(COc1ccc(Cl)cc1)OCC(=O)c1c[nH]c2ccccc12 returned MITF primary 13, FBW7 activator 0.3, TEAD-YAP inh -6 and GPR151 ag -0.4.
For Cc1ccc2c(CC(=O)OCC(=O)N3c4ccccc4NC(=O)C3(C)C)coc2c1 the results were MITF primary 2, FBW7 activator -0.1, TEAD-YAP inh 12 and GPR151 ag -0.6.
Cc1ccc(OCC(=O)Nc2ccc(-c3nc4cc(Cl)ccc4o3)cc2)cc1 was read as MITF primary 7, FBW7 activator -0.2, TEAD-YAP inh -4 and GPR151 ag 1.7.
`CCOC(=O)C1=C(C)N(CCO)C(=O)NC1c1ccc(O)cc1` (centres undefined) gave MITF primary 5, FBW7 activator -0.1, TEAD-YAP inh -1 and GPR151 ag 1.6.
For CC(C)n1c(=O)c2oc3ccccc3c2n(CC(=O)NCc2ccccc2)c1=O the results were MITF primary 15, FBW7 activator 0.1, TEAD-YAP inh 1 and GPR151 ag -1.2.
For c1cncc(CNc2nc(N3CCC(N4CCOCC4)CC3)nc3c2ncn3C2CCCCC2)c1 the results were MITF primary -4, FBW7 activator -0.2, TEAD-YAP inh -8 and GPR151 ag -1.3.
Screening Fc1ccc(C2C=C(c3ccc4c(c3)OCO4)Nc3ncnn32)cc1 (centres undefined) returned MITF primary 0, FBW7 activator 0.0, TEAD-YAP inh -5 and GPR151 ag 0.3.
Screening CN(Cc1ccc(C(=O)NCC2(O)CCCCC2)c(=O)[nH]1)Cc1nccn1C returned MITF primary 26, FBW7 activator 0.0, TEAD-YAP inh 13 and GPR151 ag -0.3.
For CC1=CC(=O)C=C(C)C1=NOC(=O)c1ccccc1Br the results were MITF primary 1, FBW7 activator 0.0, TEAD-YAP inh 6 and GPR151 ag -0.2.
Screening CSc1nc(OCC(=O)c2ccc(Cl)cc2)c2c3c(sc2n1)CCCC3 returned MITF primary 8, FBW7 activator 0.0, TEAD-YAP inh 9 and GPR151 ag -0.1.
`CCN(C1CCCCC1)S(=O)(=O)c1cn(C)c(=O)n(C)c1=O` gave MITF primary -1, FBW7 activator -0.2, TEAD-YAP inh -3 and GPR151 ag 3.5.
For Cc1cc(C(=O)NNC(=S)NC(C)c2ccccc2)c2ccccc2n1 (centres undefined) the results were MITF primary -6, FBW7 activator 0.2, TEAD-YAP inh 8 and GPR151 ag -0.8.
`COc1cc(C2C(C(=O)OC3CCCCC3)=C(C)NC3=C2C(=O)CC(c2ccccc2)C3)cc(Cl)c1O` (centres undefined) gave MITF primary 0, FBW7 activator -0.1, TEAD-YAP inh -2 and GPR151 ag -0.8.
For COc1ccc(-c2nc(Nc3ccc(C(F)(F)F)cc3)c3ccccc3n2)cc1OC the results were MITF primary 0, FBW7 activator 0.1, TEAD-YAP inh -2 and GPR151 ag -1.2.
CCN(c1ccccc1C)S(=O)(=O)c1nnc(NC(=O)c2cccc(Cl)c2)s1 was read as MITF primary -13, FBW7 activator -0.2, TEAD-YAP inh 4 and GPR151 ag 2.0.
Screening CCOC(=O)c1c(NC(=O)CSc2nnc(CNC(=O)c3ccc(C)c(C)c3)n2C2CCCCC2)sc2c1CCC2 returned MITF primary -8, FBW7 activator 0.1, TEAD-YAP inh -4 and GPR151 ag 2.5.
Screening O=C(C1CCCCC1)n1cnc2ccccc21 returned MITF primary -4, FBW7 activator -0.3, TEAD-YAP inh -5 and GPR151 ag 1.6.
For COc1nc(-c2ccccc2)ccc1-c1noc(C(C)C)n1 the results were MITF primary 1, FBW7 activator 0.0, TEAD-YAP inh -34 and GPR151 ag -0.2.
For Cc1noc(C)c1CCC(=O)N1CCOc2ccc(CN3CCc4ccccc4C3)cc2C1 the results were MITF primary -16, FBW7 activator -0.1, TEAD-YAP inh -8 and GPR151 ag 0.4.
`CN1C2C=C3C(C#N)=C(N)C(C#N)(C#N)C(c4ccccc4F)C3C1CC2` (centres undefined) gave MITF primary -4, FBW7 activator -0.3, TEAD-YAP inh 10 and GPR151 ag -0.5.
For O=c1[nH]cc(N=Cc2ccc3c(c2)OCO3)c(=O)[nH]1 the results were MITF primary -13, FBW7 activator -0.1, TEAD-YAP inh 0 and GPR151 ag -0.3.
CCc1ccc2c(CN3CCN(S(=O)(=O)c4ccccc4C#N)CC3)cc(=O)oc2c1 was read as MITF primary 5, FBW7 activator -0.1, TEAD-YAP inh 9 and GPR151 ag -0.4.
Screening CSc1nnc2c(n1)OC(c1ccccc1[N+](=O)[O-])N(C(C)=O)c1ccccc1-2 (centres undefined) returned MITF primary -17, FBW7 activator 0.5, TEAD-YAP inh -2 and GPR151 ag 0.5.
Screening COc1ccc(CCNC(=O)C(=O)N2CCCC2)cc1OC returned MITF primary 1, FBW7 activator 0.0, TEAD-YAP inh -1 and GPR151 ag -0.2.
Screening Cc1c(CN2CCCC(CNC(=O)c3ccc4c(c3)OCO4)C2)[nH]c2ccccc12 (centres undefined) returned MITF primary -15, FBW7 activator -0.1, TEAD-YAP inh 13 and GPR151 ag -0.7.
`COc1ccc(NC(=O)CN(C)C(C)C(=O)Nc2ccc(NC(C)=O)cc2)cc1` (centres undefined) gave MITF primary 7, FBW7 activator 0.0, TEAD-YAP inh 8 and GPR151 ag 0.6.
For COCCOC(=O)c1sc(N)c(C(=O)OC)c1C the results were MITF primary -5, FBW7 activator 0.0, TEAD-YAP inh -29 and GPR151 ag -1.1.
`COc1ccc(CC(=O)NCCN2CCOC(c3ccccc3)C2)cc1` (centres undefined) gave MITF primary 7, FBW7 activator 0.1, TEAD-YAP inh 2 and GPR151 ag 1.1.
Screening CCCn1c(SCC(=O)Nc2ccccc2)nnc1-c1ccccc1 returned MITF primary -5, FBW7 activator -0.2, TEAD-YAP inh -3 and GPR151 ag 0.0.
`Cc1c(NC(=O)C2CC2)cccc1[N+](=O)[O-]` gave MITF primary 0, FBW7 activator 0.0, TEAD-YAP inh 0 and GPR151 ag 3.1.
Screening O=C(Oc1c(Br)cc(Cl)c2cccnc12)N1CCCCC1 returned MITF primary -12, FBW7 activator 0.0, TEAD-YAP inh -11 and GPR151 ag -0.5.
Screening COc1ccc(Cl)cc1NS(=O)(=O)c1ccc(C)cc1OC returned MITF primary -7, FBW7 activator 0.3, TEAD-YAP inh 52* and GPR151 ag 0.5.
`CCCn1cc(SCC(=O)Nc2cc(C(F)(F)F)ccc2Cl)c2ccccc21` gave MITF primary 1, FBW7 activator 0.1, TEAD-YAP inh 3 and GPR151 ag -1.0.
`Cc1cccc(NC(=S)Nc2cccc(S(=O)(=O)N(C)C)c2)c1` gave MITF primary -4, FBW7 activator -0.1, TEAD-YAP inh -1 and GPR151 ag 0.6.
`CCCCCC(=O)N1CCN(c2ccc([N+](=O)[O-])cc2)CC1` gave MITF primary 7, FBW7 activator -0.1, TEAD-YAP inh -2 and GPR151 ag 1.9.
`COc1cc(Nc2nc(Cl)nc3c2ncn3CCN2CCCC2=O)cc(OC)c1OC` gave MITF primary 2, FBW7 activator -0.1, TEAD-YAP inh -6 and GPR151 ag 0.4.
O=C(Nc1ccc(Cl)cc1)/C(=C\c1ccccc1)NC(=O)c1ccccc1 was read as MITF primary 4, FBW7 activator 0.1, TEAD-YAP inh -2 and GPR151 ag 2.0.
Screening CCN(CC)C(=O)C(=O)Nc1ccc(S(N)(=O)=O)cc1 returned MITF primary 13, FBW7 activator 0.2, TEAD-YAP inh 0 and GPR151 ag -1.2.
O=[N+]([O-])c1ccc2c(c1)C1C=CCC1C(c1cccc3ccccc13)N2 (centres undefined) was read as MITF primary 14, FBW7 activator 0.1, TEAD-YAP inh 0 and GPR151 ag 1.3.
`CCNC(=S)N(CCc1ccc(OC)cc1)C1CC(=O)N(c2ccc(OC)cc2)C1=O` (centres undefined) gave MITF primary -24, FBW7 activator 0.0, TEAD-YAP inh 4 and GPR151 ag -1.1.
`Cn1c(=O)c2c(nc3n(Cc4ccccc4)c(-c4ccc(F)cc4)cn23)n(C)c1=O` gave MITF primary 1, FBW7 activator 0.0, TEAD-YAP inh 6 and GPR151 ag 1.9.
For COC(=O)C(NC(C)=O)(Nc1ccc(Br)cn1)C(F)(F)F (centres undefined) the results were MITF primary 3, FBW7 activator -0.2, TEAD-YAP inh 4 and GPR151 ag 1.0.
For COc1ccc(CN2CCN3C(=O)[C@H](CO)NC(=O)[C@H]3C2)cc1 the results were MITF primary -6, FBW7 activator -0.1, TEAD-YAP inh 10 and GPR151 ag 0.6.
For S=C(Nc1ccccc1)c1nc2ccccc2[nH]1 the results were MITF primary 21, FBW7 activator -1.4, TEAD-YAP inh -37 and GPR151 ag 1.9.
For CCOC(=O)c1sc(NC(=O)c2ccc([N+](=O)[O-])o2)c(C(=O)OCC)c1C the results were MITF primary 1, FBW7 activator -0.1, TEAD-YAP inh -7 and GPR151 ag 0.8.
`Cc1ccc(CC(=O)Nc2ccccc2C#N)cc1` gave MITF primary 11, FBW7 activator 0.2, TEAD-YAP inh -5 and GPR151 ag -0.3.
Screening CCOC(=O)/C(C#N)=C/Nc1ccccc1OC returned MITF primary 6, FBW7 activator 0.0, TEAD-YAP inh -39 and GPR151 ag -1.1.

Random draw from the library; 3.4% or so of the library scored in one or more.
